Bioassay records as filed in PubChem BioAssay.
GPR55 beta-arrestin: selective activators of receptor GPR55 – imaging, U2OS cells, beta-arrestin-GFP redistribution, primary screen (AID 1961); one-dose activation, % at 10 µM; EC50 in µM for titrated hits; 0.048% of 290,000 active; U2OS GPR55 beta-arrestin-GFP redistribution imaging; higher % means a stronger effect;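 active means activation above 40% with more than 50 cells counted in the well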;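 further: U2OS osteosarcoma cells stably expressing GPR55 and beta-arrestin-GFP; plate controls were DMSO negative control for no effect and LPI positive control for full effect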
PhoP inhibition: PhoP-dependent GFP reporter repression – Salmonella Typhimurium, primary screen (AID 1863); inhibition, % at 50 µM; hits with a dose series show IC50 in µM; 0.16% of 300,000 active; S. Typhimurium PhoP-regulated promoter GFP reporter, 4 h; higher % means a stronger effect;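 active means inhibition over 29.93%, a cutoff 3 SD above the screen mean, later confirmed by dose response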;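 further: 0% = low Mg2+ inducing control and 100% = high Mg2+ repressing control; strong numbers were not always called active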
NTR1 agonist: NTR1-driven beta-arrestin-GFP spot formation – imaging, U2OS cells, high content, primary screen (AID 493036); P30989; agonist mode; activation, % at 20 µM; 0.17% of 330,000 active;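 active means activation at or above 40% of the spot to cytoplasm intensity ratio, with at least 20 cells analyzed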;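 further: 0% = DMSO without peptide and 100% = 100 nM NTR1 peptide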
Target sequence (P30989 whole entry, looked up): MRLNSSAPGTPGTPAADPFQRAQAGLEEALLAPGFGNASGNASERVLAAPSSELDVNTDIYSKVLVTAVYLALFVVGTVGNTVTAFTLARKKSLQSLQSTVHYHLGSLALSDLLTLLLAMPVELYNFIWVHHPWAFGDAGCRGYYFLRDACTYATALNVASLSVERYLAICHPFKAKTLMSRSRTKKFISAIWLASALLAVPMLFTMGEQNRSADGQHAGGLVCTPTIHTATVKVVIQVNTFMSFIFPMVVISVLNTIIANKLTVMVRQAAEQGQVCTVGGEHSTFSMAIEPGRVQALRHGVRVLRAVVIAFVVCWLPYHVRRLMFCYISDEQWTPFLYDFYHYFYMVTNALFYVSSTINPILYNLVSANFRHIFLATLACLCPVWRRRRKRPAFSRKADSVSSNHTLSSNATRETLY
T cell HTS: T cell immune modulators affecting CD8 T cell-vesicle binding. calls only at 7 µM. AID 2052. 2C CD8+ T cell-vesicle binding, flow cytometry; stronger effect = lower value. 0.068% of 330,000 active;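 active means response, share of CD8 T cells binding vesicles, and their 90th percentile fluorescence all below set limits, cut at about 80% in these data, passing the limit was not always enough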
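System: murine 2C transgenic CD8+ T lymphocytes; also added: QL9-loaded Drosophila micro-vesicles; times: binding 1.5 h at 37 °C; measured by: flow cytometry, PE anti-B7-1 (FL2) versus Alexa647 anti-CD8 (FL8), PFA-fixed; control set: Peptide-free naked vesicles (low) and QL9 vesicles with 0.7% DMSO vehicle (high)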
West Nile antiviral: inhibition of WNV-induced cytopathic effect – cell-based, CPE readout (AID 1621) | 0.02% of 290,000 active | CPE inhibition, % at 10 µM, or IC50 in µM where a hit was titrated | West Nile virus-infected cells, CPE inhibition; higher % means a stronger effect; in the data active means a potency from the dose series; further: strong numbers were not always called active
GPR55 LPI antagonism: inhibition of LPI-stimulated GPR55 beta-arrestin translocation – imaging, U2OS, beta-arrestin-GFP, LPI agonist, primary screen (AID 2013); U2OS GPR55 beta-arrestin-GFP translocation imaging, LPI antagonism; higher % means a stronger effect; inhibition, % at 10 µM, or IC50 in µM where a hit was titrated; 0.13% of 290,000 active;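 active means spots per cell inhibited over 60%, with over 100 cells counted and total cytoplasm intensity under 500,000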;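 further: U2OS cells stably carrying GPR55 and arrestin-GFP stimulated by 5 µM LPI near EC80; imaged beta-arrestin-GFP aggregate spots per cell after agonist stimulation; plate controls were LPI-stimulated DMSO wells for no effect and DMSO wells without LPI for full effect; some results filed as inactive read as strong as hits; confirmed hits need IC50 under 10 µM and bright autofluorescent wells are also inconclusive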
KOR beta-arrestin-1: KOR agonists, beta-arrestin recruitment, primary screen, cell-based, luminescence, uHTS (AID 1777). KOR beta-arrestin recruitment, luminescence; higher % means a stronger effect. one-dose activation, % at 10 µM; EC50 in µM for titrated hits. 0.02% of 280,000 active; in the data active means activation above about 50%, passing the limit was not always enough; further: a part of the inactive calls stands beside numbers as strong as those of hits
KOR beta-arrestin-2: KOR antagonists, beta-arrestin recruitment, cell-based, luminescence, uHTS (AID 1778). KOR beta-arrestin recruitment, luminescence, antagonist mode; higher % means a stronger effect. inhibition, % at 10 µM; hits with a dose series show IC50 in µM. 0.091% of 290,000 active; in the data active means inhibition above about 50%; further: strong numbers were not always called active
GPR35 antagonists: inhibition of zaprinast-stimulated GPR35 beta-arrestin translocation – imaging, U2OS, beta-arrestin-GFP, zaprinast agonist, primary screen (AID 2058); 0.052% of 290,000 active; U2OS GPR35 beta-arrestin-GFP translocation imaging, zaprinast antagonism; higher % means a stronger effect; inhibition, % at 10 µM, or IC50 in µM where a hit was titrated;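 active means inhibition of at least 50% with at least 30 cells and total cytoplasm GFP at most 10,000,000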
T cell HTS vesicle-bound %: recorded beside T cell HTS, whose call it bears; double positive events, %; measured here: CD8+ vesicle-bound cell fraction;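 binding gate set so that unloaded-vesicle control wells show 10% double positive cells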
NTR1 agonist cell count 20 µM: also measured in NTR1 agonist; calls as there; cell count; measured here: cell count, cytotoxicity flag
Starred values were filed as active, the others as inactive; [ ] = remark or other dose.

`c1ccc(-c2nc(-c3cccnc3)cs2)cc1` gave GPR55 beta-arrestin -0.3%, PhoP inhibition -4.0%, T cell HTS inactive, West Nile antiviral 0.8%, GPR55 LPI antagonism -20.0%, KOR beta-arrestin-1 2.8%, KOR beta-arrestin-2 -26.2%, GPR35 antagonists 1.1% and T cell HTS vesicle-bound % 47.6.
Screening C/C(=C\C(=O)O)C12CC3CC(CC(C3)C1)C2 returned GPR55 beta-arrestin 0.0%, PhoP inhibition -9.3%, NTR1 agonist 2.4, T cell HTS inactive, West Nile antiviral -0.4%, GPR55 LPI antagonism -10.6%, KOR beta-arrestin-1 3.8%, KOR beta-arrestin-2 -26.7%, GPR35 antagonists -10.9%, T cell HTS vesicle-bound % 42.7 and NTR1 agonist cell count 20 µM 43.
`COC(=O)CCC(=O)Nc1ccccc1C(N)=O` gave GPR55 beta-arrestin -0.2%, PhoP inhibition 15.3%, NTR1 agonist -2.0, T cell HTS inactive, West Nile antiviral 0.9%, GPR55 LPI antagonism -10.7%, KOR beta-arrestin-1 -7.4%, KOR beta-arrestin-2 -1.4%, GPR35 antagonists 2.2%, T cell HTS vesicle-bound % 45.8 and NTR1 agonist cell count 20 µM 106.
Screening Cc1cccc(NC(=O)c2ccc3nccnc3c2)c1C returned GPR55 beta-arrestin 0.0%, PhoP inhibition -4.4%, NTR1 agonist 2.8, T cell HTS inactive, West Nile antiviral -0.5%, GPR55 LPI antagonism -0.6%, KOR beta-arrestin-1 0.5%, KOR beta-arrestin-2 -10.4%, GPR35 antagonists -2.2%, T cell HTS vesicle-bound % 34.3 and NTR1 agonist cell count 20 µM 37.
O=C(CN1CCN(c2cccc(C(F)(F)F)c2)CC1)NCc1ccccc1 was read as GPR55 beta-arrestin -0.1%, PhoP inhibition -1.6%, NTR1 agonist -0.1, T cell HTS inactive, West Nile antiviral -1.5%, GPR55 LPI antagonism -9.2%, KOR beta-arrestin-1 -0.6%, KOR beta-arrestin-2 -16.4%, GPR35 antagonists 3.6%, T cell HTS vesicle-bound % 52.9 and NTR1 agonist cell count 20 µM 59.
`Cc1cccc(Nc2nc(NCCO)nc(N3CCCC3)n2)c1` gave PhoP inhibition 4.5%, NTR1 agonist 0.1, T cell HTS inactive, West Nile antiviral -0.8%, T cell HTS vesicle-bound % 18.9 and NTR1 agonist cell count 20 µM 69.
COCCCN1C(=O)C(=O)/C(=C(/O)c2ccc(OC)cc2)C1c1cccc(OC)c1 (centres undefined) was read as GPR55 beta-arrestin -0.1%, PhoP inhibition 0.8%, NTR1 agonist 1.2, T cell HTS inactive, West Nile antiviral 0.2%, GPR55 LPI antagonism 22.6%, KOR beta-arrestin-1 -0.1%, KOR beta-arrestin-2 8.8%, GPR35 antagonists 1.6%, T cell HTS vesicle-bound % 3.4 and NTR1 agonist cell count 20 µM 51.
Screening CCN1CCN(C(=O)Nc2ccc(Cc3ccc(NC(=O)N4CCN(CC)CC4)cc3)cc2)CC1 returned GPR55 beta-arrestin -0.1%, PhoP inhibition 11.2%, NTR1 agonist -0.2, T cell HTS inactive, West Nile antiviral 0.5%, GPR55 LPI antagonism -4.9%, KOR beta-arrestin-1 -3.9%, KOR beta-arrestin-2 -12.9%, GPR35 antagonists 1.6%, T cell HTS vesicle-bound % 20.9 and NTR1 agonist cell count 20 µM 51.
FC(F)(F)c1ccc(Cl)c(-n2c(-c3ccco3)n[nH]c2=S)c1 was read as GPR55 beta-arrestin 0.4%, PhoP inhibition 11.6%, NTR1 agonist -1.2, T cell HTS inactive, West Nile antiviral -0.4%, GPR55 LPI antagonism -16.5%, KOR beta-arrestin-1 -3.9%, KOR beta-arrestin-2 -7.1%, GPR35 antagonists -4.4%, T cell HTS vesicle-bound % 45.1 and NTR1 agonist cell count 20 µM 98.
`Cc1ccc(Cn2cc(SCC(=O)Nc3nccs3)c3ccccc32)cc1` gave GPR55 beta-arrestin -0.3%, PhoP inhibition 1.5%, NTR1 agonist 1.8, T cell HTS inactive, West Nile antiviral 0.1%, GPR55 LPI antagonism 2.5%, KOR beta-arrestin-1 -3.0%, KOR beta-arrestin-2 -36.6%, GPR35 antagonists -2.8%, T cell HTS vesicle-bound % 52.8 and NTR1 agonist cell count 20 µM 86.
Screening COc1ccc(C2/C(=C(/O)c3ccccc3)C(=O)C(=O)N2CCCN2CCOCC2)cc1 (centres undefined) returned GPR55 beta-arrestin 0.2%, PhoP inhibition 1.1%, NTR1 agonist -1.3, T cell HTS inactive, West Nile antiviral 0.1%, GPR55 LPI antagonism -4.2%, KOR beta-arrestin-1 2.1%, KOR beta-arrestin-2 -22.2%[20 µM], GPR35 antagonists 19.3%, T cell HTS vesicle-bound % 17.5 and NTR1 agonist cell count 20 µM 38.
`O=C(c1nc(SCc2ccc([N+](=O)[O-])cc2)n2ccccc12)C(F)(F)F` gave GPR55 beta-arrestin 0.2%, PhoP inhibition -5.9%, NTR1 agonist 1.8, T cell HTS inactive, West Nile antiviral -0.4%, GPR55 LPI antagonism -3.7%, KOR beta-arrestin-1 -2.2%, KOR beta-arrestin-2 23.4%, GPR35 antagonists -9.4%, T cell HTS vesicle-bound % 23.7 and NTR1 agonist cell count 20 µM 52.
COc1ccc(/C=N/N(C(C)=O)c2nc(-c3ccc(C)cc3)cs2)cc1 was read as GPR55 beta-arrestin 0.0%, PhoP inhibition 6.4%, NTR1 agonist 6.1, T cell HTS inactive, West Nile antiviral -0.5%, GPR55 LPI antagonism -4.8%, KOR beta-arrestin-1 5.1%, KOR beta-arrestin-2 -50.9%, GPR35 antagonists -9.6%, T cell HTS vesicle-bound % 9.3 and NTR1 agonist cell count 20 µM 84.
COc1cc(NS(=O)(=O)c2ccc3c(c2)oc(=O)n3C)cc(OC)c1OC was read as GPR55 beta-arrestin 0.4%, PhoP inhibition 4.9%, NTR1 agonist 5.1, T cell HTS inactive, West Nile antiviral 0.4%, GPR55 LPI antagonism 12.3%, KOR beta-arrestin-1 -2.4%, KOR beta-arrestin-2 8.8%, GPR35 antagonists 1.0%, T cell HTS vesicle-bound % 66.1 and NTR1 agonist cell count 20 µM 51.
C=CCN(c1ccc(C(=O)NCCSc2ccccc2)cc1)S(C)(=O)=O was read as GPR55 beta-arrestin -0.2%, PhoP inhibition 4.4%, NTR1 agonist 2.1, T cell HTS inactive, West Nile antiviral -0.8%, GPR55 LPI antagonism -20.3%, KOR beta-arrestin-1 -0.4%, KOR beta-arrestin-2 -1.7%, GPR35 antagonists 2.1%, T cell HTS vesicle-bound % 44.5 and NTR1 agonist cell count 20 µM 46.
For COc1ccc(NC(=O)Cn2nc3n(c2=S)CCC3)cc1 the results were GPR55 beta-arrestin -0.2%, PhoP inhibition 14.5%, NTR1 agonist 0.1, T cell HTS inactive, West Nile antiviral 0.1%, GPR55 LPI antagonism 32.0%, KOR beta-arrestin-1 1.5%, KOR beta-arrestin-2 2.5%, GPR35 antagonists 9.0%, T cell HTS vesicle-bound % 51.6 and NTR1 agonist cell count 20 µM 53.
For CCc1cccc(NC(=O)c2cccc(S(=O)(=O)N3CCN(C)CC3)c2)c1 the results were GPR55 beta-arrestin -0.1%, PhoP inhibition 6.8%, NTR1 agonist 0.0, T cell HTS inactive, West Nile antiviral 0.0%, GPR55 LPI antagonism 0.6%, KOR beta-arrestin-1 3.6%, KOR beta-arrestin-2 -22.3%, GPR35 antagonists -10.9%, T cell HTS vesicle-bound % 20.3 and NTR1 agonist cell count 20 µM 51.
CCN(CC)c1ccc(/C=N/NC(=O)C(O)(c2ccccc2)c2ccccc2)o1 was read as GPR55 beta-arrestin -0.2%, PhoP inhibition -8.2%, NTR1 agonist -0.1, T cell HTS inactive, West Nile antiviral -0.2%, GPR55 LPI antagonism 9.8%, KOR beta-arrestin-1 -2.5%, KOR beta-arrestin-2 22.2%, GPR35 antagonists -5.0%, T cell HTS vesicle-bound % 56.1 and NTR1 agonist cell count 20 µM 81.
CN(C)C(=O)c1cc2cc([N+](=O)[O-])ccc2s1 was read as GPR55 beta-arrestin 0.0%, PhoP inhibition -10.0%, NTR1 agonist 2.4, T cell HTS inactive, West Nile antiviral -0.2%, GPR55 LPI antagonism 6.5%, KOR beta-arrestin-1 4.6%, KOR beta-arrestin-2 -27.4%, GPR35 antagonists 28.4%, T cell HTS vesicle-bound % 50.8 and NTR1 agonist cell count 20 µM 46.
For C=CCn1c(SCCN2CCCC2)nc2c([nH]c3ccccc32)c1=O the results were GPR55 beta-arrestin 0.0%, PhoP inhibition -1.1%, NTR1 agonist -0.7, T cell HTS inactive, GPR55 LPI antagonism -1.3%, KOR beta-arrestin-1 -1.2%, KOR beta-arrestin-2 9.2%, GPR35 antagonists 0.9%, T cell HTS vesicle-bound % 52.6 and NTR1 agonist cell count 20 µM 75.
Screening NS(=O)(=O)c1ccc(CNC(=O)c2cc(-c3cccs3)nc3ccccc23)cc1 returned GPR55 beta-arrestin 0.0%, PhoP inhibition -3.2%, NTR1 agonist 1.9, T cell HTS inactive, West Nile antiviral 0.1%, GPR55 LPI antagonism -1.1%, KOR beta-arrestin-2 -24.5%, GPR35 antagonists 2.8%, T cell HTS vesicle-bound % 33.2 and NTR1 agonist cell count 20 µM 52.
For NC(=O)C(c1ccccc1)c1ncc(C(F)(F)F)cc1Cl (centres undefined) the results were GPR55 beta-arrestin 0.0%, PhoP inhibition -5.6%, NTR1 agonist 1.3, T cell HTS inactive, West Nile antiviral 0.3%, GPR55 LPI antagonism -6.9%, KOR beta-arrestin-1 1.8%, KOR beta-arrestin-2 -27.6%, GPR35 antagonists -14.0%, T cell HTS vesicle-bound % 48.0 and NTR1 agonist cell count 20 µM 56.

Among those listed so far, 2 have a furan ring, fused or not.
FC(F)(F)c1ccc(Cl)c(-n2c(-c3ccco3)n[nH]c2=S)c1 was read as GPR55 beta-arrestin 0.4%, PhoP inhibition 11.6%, NTR1 agonist -1.2, T cell HTS inactive, West Nile antiviral -0.4%, GPR55 LPI antagonism -16.5%, KOR beta-arrestin-1 -3.9%, KOR beta-arrestin-2 -7.1%, GPR35 antagonists -4.4%, T cell HTS vesicle-bound % 45.1 and NTR1 agonist cell count 20 µM 98.
CCN(CC)c1ccc(/C=N/NC(=O)C(O)(c2ccccc2)c2ccccc2)o1 was read as GPR55 beta-arrestin -0.2%, PhoP inhibition -8.2%, NTR1 agonist -0.1, T cell HTS inactive, West Nile antiviral -0.2%, GPR55 LPI antagonism 9.8%, KOR beta-arrestin-1 -2.5%, KOR beta-arrestin-2 22.2%, GPR35 antagonists -5.0%, T cell HTS vesicle-bound % 56.1 and NTR1 agonist cell count 20 µM 81.
